From PubChem
USP1-UAF1 inh = USP1/UAF1 (human) deubiquitinase inhibition. recombinant USP1/UAF1, Ub-Rhodamine cleavage fluorescence. Potency, µM (series often up to 57.1 µM), for the others: at the top dose activity change, negative = inhibition, hits mostly inhibitors. actives 0.23% (n = 390,000). AID 743255; also: potency is read from the fitted curve at half-maximal effect; % is scaled to controls: 0 for no effect and ±100 for the full control effect; nearly all actives have a fitted effect of over 60% in size; inactives centre near -12
Target sequence (O94782 whole entry, looked up): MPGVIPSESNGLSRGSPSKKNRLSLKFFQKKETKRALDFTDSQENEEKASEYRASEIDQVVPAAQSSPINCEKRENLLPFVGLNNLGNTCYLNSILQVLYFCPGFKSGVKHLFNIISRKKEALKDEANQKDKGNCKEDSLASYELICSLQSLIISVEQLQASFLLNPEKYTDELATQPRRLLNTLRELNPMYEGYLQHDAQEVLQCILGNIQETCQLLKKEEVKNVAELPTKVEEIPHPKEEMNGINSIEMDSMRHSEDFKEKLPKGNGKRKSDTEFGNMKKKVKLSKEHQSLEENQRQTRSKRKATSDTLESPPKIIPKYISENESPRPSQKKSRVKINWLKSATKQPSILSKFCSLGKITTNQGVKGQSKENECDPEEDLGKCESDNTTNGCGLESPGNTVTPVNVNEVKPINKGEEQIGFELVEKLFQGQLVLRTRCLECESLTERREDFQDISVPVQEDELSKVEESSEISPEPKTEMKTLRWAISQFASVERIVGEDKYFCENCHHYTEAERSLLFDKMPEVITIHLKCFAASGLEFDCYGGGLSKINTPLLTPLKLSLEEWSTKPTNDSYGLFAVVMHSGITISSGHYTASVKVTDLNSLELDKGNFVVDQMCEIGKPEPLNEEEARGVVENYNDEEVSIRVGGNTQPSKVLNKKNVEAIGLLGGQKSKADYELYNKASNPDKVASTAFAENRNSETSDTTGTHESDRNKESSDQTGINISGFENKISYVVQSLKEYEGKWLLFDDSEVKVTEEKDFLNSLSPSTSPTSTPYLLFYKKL
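In this screen, compounds sit with the deubiquitinase complex (1nM) for 15 min at room temperature before Ub-Rho is added at 150nM final. Fluorescence rise is then followed for 6 reads every 60 seconds.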
LDHA block = LDHA (human) enzyme inhibition; P00338; purified LDHA, NADH/diaphorase-resazurin fluorescence; hits give low values; activity change, % (values are at about 110 or 230 µM); actives 0.15% (n = 480,000); AID 1347041; in the data active = activity change below about -30%; inconclusive = mostly about -25% to -30%;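 also: plate controls were DMSO wells for no effect and wells without enzyme for full effect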
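Human LDH5 (2 nM) was incubated with 0.06 mM NADH and 0.2 mM pyruvate for 5 min at room temperature in Tris pH 7.4. Remaining NADH was coupled through diaphorase/resazurin, and resorufin fluorescence was read at 0 and 20 min.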
TrxR1 substrate = rat thioredoxin reductase 1 substrate activity; AID 588456; O89049; actives 0.01% (n = 390,000); Potency, µM (titrated, usually from 114 µM), for inactives: top-dose activity change, negative = substrate turnover; purified TrxR1 substrate turnover, NADPH consumption readout; also: potency is read from the fitted curve at half-maximal effect; % is scaled to controls: 0 for no effect and ±100 for the full control effect; nearly all actives have a fitted effect of over 50% in size
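Rat TrxR1, dispensed at 90 nM, was prereduced with 400 uM NADPH (final) for 5 min at ~22 deg C, then incubated with compound 15 min before 400 uM selenite. A first-read NADPH fluorescence drop versus no-compound background flagged substrates.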
rTrxR1 inhibitor = rat TrxR1 inhibition; recombinant rTrxR1, NADPH fluorescence consumption, selenite substrate; Potency, µM (doses to about 114 µM), for the others: at the highest dose activity change, negative = inhibition, hits mostly inhibitors; actives 1% (n = 390,000); AID 588453; also: potency is read from the fitted curve at half-maximal effect; % is scaled to controls: 0 for no effect and ±100 for the full control effect; nearly all actives have a fitted effect of over 65% in size
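Rat TrxR1 (90 nM in the dispensed reagent) was pre-reduced with 400 uM NADPH for 5 min at room temperature, then incubated with compound for 15 min. After 400 uM selenite was added, NADPH fluorescence (Ex 340/Em 450 nm) was followed for 8 min.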
Glioma ERSR ind = ER stress response induction in glioma; U87-MG GRP78 promoter luciferase reporter, 16 h; Potency, µM, for inactives: at the highest dose activation, actives largely listed as activators; actives 0.02% (n = 420,000); AID 602332; also: potency is read from the fitted curve at half-maximal effect; series mostly up to about 76 µM; % of control where 0% means no effect; nearly all actives have a fitted effect of over 35% in size
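Stably transfected U87-MG human glioma cells carrying a GRP78-based luminescent sensor were seeded at 1000 cells/well, pin-dosed with compounds and incubated 16 h. Luciferase reagent was then added, and end-point luminescence was read after 10 min at room temperature.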
IDH1 R132H inh = inhibitors of human mutant IDH1 R132H; actives 0.093% (n = 390,000); Potency, µM (highest dose often 76.6 µM), without a hit: at the highest dose activity change, negative = inhibition, usual class: inhibitors; IDH1-R132H enzyme, NADPH consumption, diaphorase/resazurin fluorescence; also: potency is read from the fitted curve at half-maximal effect; % is scaled to controls: 0 for no effect and ±100 for the full control effect; nearly all actives have a fitted effect of over 65% in size
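IDH1-R132H (0.5 ug/mL dispensed) in pH 7.5 Tris buffer was preincubated 30 min with compound, then given a substrate mix of 0.016 mM NADPH and 2 mM alpha-KG for 80 min at room temperature; remaining NADPH was read by diaphorase/resazurin fluorescence.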
RGS4 inh = inhibitors of human regulator of G protein signaling 4 | P49798 | Transcreener GDP fluorescence polarization, RGS4-accelerated GTP hydrolysis | Potency, µM (highest dose often 114 µM), for inactives: at the top dose activity change, negative = inhibition, actives largely listed as inhibitors | actives 0.039% (n = 390,000); also: potency is read from the fitted curve at half-maximal effect; % is scaled to controls: 0 for no effect and ±100 for the full control effect; nearly all actives have a fitted effect of over 75% in size; some results filed as inactive show a strong effect at the top dose
Target sequence (P49798 whole entry, looked up): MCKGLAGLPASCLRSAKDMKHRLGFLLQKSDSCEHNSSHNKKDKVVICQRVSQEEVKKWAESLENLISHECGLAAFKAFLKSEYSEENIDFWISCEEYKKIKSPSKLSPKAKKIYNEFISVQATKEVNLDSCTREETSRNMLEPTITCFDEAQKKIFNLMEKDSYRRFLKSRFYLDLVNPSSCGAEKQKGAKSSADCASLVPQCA
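MLSMR compounds (23 nl, pin-transferred) preincubated 10 min at room temperature with a 500nM (2x) first reagent, then RGS4 at 900nM (2x) plus Transcreener GDP mix added; fluorescence polarization (620/688 nm) read before and after 90 min at 30 °C.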
Vif-A3G inh = blocks the Vif interaction with human APOBEC3G | actives 0.076% (n = 410,000) | Q9HC16 | AID 602310 | HeLa A3G-eYFP + Vif (tagged APOBEC3G with the HIV-1 protein that degrades it), YFP fluorescence, overnight | Potency, µM (top dose mostly 46.1 µM), without a hit: at the highest dose activity, negative = active, usual class: inhibitors;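 also: potency is read from the fitted curve at half-maximal effect; % is scaled to controls: 0 for no effect and ±100 for the full control effect; nearly all actives have a fitted effect of over 60% in size; hits raise eYFP signal because A3G escapes Vif-driven loss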
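Read-out is eYFP fluorescence (Ex 488/Em 500-530) from Vif-expressing HeLa A3G-eYFP cells; more signal means A3G escaped Vif-mediated degradation. Cells plated overnight, compound pinned in, incubated overnight at 37 deg C.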
Vif-APOBEC3F blk = inhibitors of Vif-A3F interaction; HeLa A3F-eYFP + Vif (tagged APOBEC3F with the HIV-1 protein that degrades it), YFP fluorescence increase; Potency, µM (series often up to 46.1 µM), inactives show top-dose activity, negative = active; actives 0.2% (n = 390,000); AID 602313; also: potency is read from the fitted curve at half-maximal effect; % of control where 0% means no effect; nearly all actives have a fitted effect of over 65% in size
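HeLa cells stably expressing A3F-eYFP plus Vif, plated and incubated overnight at 37 deg C, then exposed to compounds overnight at 37 deg C. Blocked degradation read as raised yellow fluorescence (Ex 488/Em 500-530).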
* marks the source's active call; other numbers are inactive results; ? = inconclusive; · = not tested or not shown; & = joins results of further samples; [ ] = remark or other dose. Unless noted, calls follow the shape of the dose curve; as a rule, active = well fitted curve in the direction sought with a large enough effect; inconclusive = small, poorly fitted or top-dose-only effect, or another doubt; inactive = no such curve, though single readings can be large; an effect the other way counts as inactive or inconclusive. The list is partial; rates above refer to the full screens.

SMILES | USP1-UAF1 inh | LDHA block | TrxR1 substrate | rTrxR1 inhibitor | Glioma ERSR ind | IDH1 R132H inh | RGS4 inh | Vif-A3G inh | Vif-APOBEC3F blk
CN(CCCC1CCCC1)C(=O)c1cc(COc2ccc(F)c(F)c2)on1 | -11% | 4 | 3% | 11% | 1% | 5% | 8% | 0% | ?
Cc1ccc(S(N)(=O)=O)cc1NC(=O)c1c(-c2c(Cl)cccc2Cl)noc1C | -23% | -1 | 3% | 14% | -1% | 1% | -5% | -3% | 2%
Nc1c(C(=O)c2ccc(F)cc2)oc2ccccc12 | -10% | -8 | 3%[57.1 µM] | -2%[11.4 µM] | 6% | -1% | 10% | 0% | -6%
CCOC(=O)c1cccc(NC(=O)CSc2nc3cc4ccccc4cc3[nH]2)c1 | -8% | -1 | -9% | -1% | ? | -14% | -11% | -2% | -9%
Cc1ccc(NC(=O)Nc2nnc(SCC(=O)N3CCC(C)CC3)s2)cc1 | 17% | -5 | -4%[57.1 µM] | 7%[57.1 µM] | -3% | -1% | 15% | 10% | -2%
Cn1c(/C=N/O)nc2ccccc21 | -8% | -1 | 88%[activator] | 7% | -1% | -9% | 14%[11.4 µM] | 2% | -4%
CCCCCn1c(SCC(=O)OC)nc2c1c(=O)[nH]c(=O)n2C | 5% | -15&14 | 3%[57.1 µM] | 20%[57.1 µM] | -3% | -2% | 12% | 1% | 0%
CCn1c(C(=O)N2CCC(C(=O)NCc3ccc4c(c3)OCO4)CC2)cc2sccc21 | -24% | -3 | -6% | -7%[57.1 µM] | -3% | -6% | -8% | -6% | -2%
COc1cc(OC)cc(C(=O)N/N=C2/SCC(=O)N2Cc2ccco2)c1 | 3% | -1 | 8%[57.1 µM] | 2%[57.1 µM] | -5% | 8% | 15% | 0% | 3%
CCn1c(NCc2ccc(OC)cc2)nc2ccccc21 | -3%&-3% | -1&-10 | -2% | -2% | 5%&-1% | -3%&1% | 7%&-18% | -10%&-2% | -1%&-3%
COc1ccc(Oc2ccc3c(C(F)(F)F)cc(C(F)(F)F)nc3n2)cc1 | -11% | -1 | 4%[57.1 µM] | 20%[57.1 µM] | -1% | 9% | 2% | 0% | 0%
Cc1oc(-c2ccc(F)cc2)cc1-c1nn2c(-c3ccoc3C)nnc2s1 | -25% | -1 | 7%[57.1 µM] | -33%[57.1 µM] | -3% | 1% | ? | -6% | -4%
COc1ccc(C)cc1NC(=S)Nc1ccccc1SC | -15% | -2 | -8% | -19% | -1% | 1% | -21% | 4% | 2%
Cc1ccc(C(=O)N2CCC3(CC2)Oc2ccc(Cl)cc2C(=O)C32CC(c3cccnc3)=NO2)s1 (stereo not drawn) | -27% | 6 | 1% | 8% | -1% | 6% | -4% | 2% | 2%
CCc1ccccc1Nc1nn2c(=O)c3ccc(C(=O)NC(C)C)cc3nc2s1 | -17% | -12 | 0% | 18% | 0% | -7% | 13% | 1% | 5%
CCCCn1c(N)c(N(Cc2ccccc2OC)C(=O)C(C)Oc2ccc(Br)cc2)c(=O)[nH]c1=O (stereo not drawn) | -13% | -6 | 7% | 14% | -4% | 0% | -4% | -4% | 3%
CCc1cc2cccc(C)c2nc1SCC(=O)N1CCN(C(=O)c2ccco2)CC1 | -23% | -4 | 7%[57.1 µM] | 9%[57.1 µM] | -2% | -1% | 10% | -1% | -19%
O=C1OC(c2ccc(O)cc2)(c2ccc(O)cc2)c2ccccc21 | -20% | -3 | 4% | 12% | -3%&-4%&-4% | 0% | -10% | ? | -16%
C/C(NCCN1CCOCC1)=C(\C#N)C(N)=O | -12% | -4 | -9% | -9% | 1% | 7% | -9% | 0% | 0%
CC(Sc1nnc(-c2ccccc2)c(-c2ccccc2)n1)C(=O)Nc1ncc(Cl)cc1Cl (stereo not drawn) | ? | 1 | -3% | -19% | -3% | -4% | 6% | -1% | 1%
O=S(=O)(/N=C(/Nc1cccc2ccccc12)c1ccc(F)cc1)c1ccccc1 | -17% | -6 | -2% | 9% | -8% | -3% | -30% | -7% | 1%
CCc1cccc(NC(=O)c2ccc(CN3C(=O)C(C)=C(c4ccc(OC)cc4)S3(=O)=O)cc2)c1 | -11% | 0 | 6%[57.1 µM] | 17%[57.1 µM] | · | · | -6% | · | ·
Cc1ccc(Cl)cc1NC(=O)Nc1cccc(OCc2cc(=O)n3ccccc3n2)c1 | -19% | -1 | 37%[activator][57.1 µM] | 20%[57.1 µM] | -4% | -6% | -3% | 4% | 0%
O=C(O)CCN1CCc2ccccc2C1c1cccs1 (stereo not drawn) | -12% | 2 | 6%[57.1 µM] | 11%[57.1 µM] | 1% | 4% | -6% | 1% | 9%
CCc1ccc(NC(=O)Cn2nnc(C(=O)NCc3ccc(C)cc3)c2N)cc1 | -26% | -24 | -5% | 7% | -2% | 0% | 9% | 2% | 0%
CC(=O)c1sc2nc(SCC(=O)NCCc3ccccc3)[nH]c(=O)c2c1C | -11% | 0 | 8% | -1% | 1% | -5% | 26% | -2% | -2%
S=C(NCc1ccco1)Nc1ccc(Oc2ccccc2)cc1 | -21% | 2 | -2% | 3% | 5% | 0% | -54% | 3% | 3%
C=CC[C@@H](CC(=O)NCCO)C(=O)N[C@@H](C)COC(=O)[C@H](CC=C)CC(=O)OC(C)(C)C | -27% | -3 | -2% | 12% | -1% | -14% | -4% | 1% | -1%
Cc1ccc(OC(=O)c2ccc([N+](=O)[O-])cc2Cl)cn1 | -8% | -2 | 0% | ? | -2% | 20% | 14% | -5% | -7%
O=C(c1ccc(Cl)cc1)C(CN1CCCC1)c1ccccc1 (stereo not drawn) | -32% | -4 | 9% | 35µM* | -13% | -3% | ? | ? | -19%
CCc1ccc(CNC(=O)C2CC(=O)N(C3CCCC3)C2)cc1 (stereo not drawn) | -19% | -7 | 1% | 18% | 0% | -3% | 1% | 1% | 4%
CC(=O)NCc1ccc(C(=O)CSc2nnc(-c3ccncc3)n2Cc2ccccc2)o1 | -8% | 13 | -1% | 16µM* | -7% | 6% | -36%[56.9 µM] | -1% | -1%
C/C(=N\NC(=O)CC(C)C)c1c(C(F)(F)F)[nH]n(-c2nc3ccccc3s2)c1=O | -19% | -10 | -7% | -1% | -1% | 5% | 5%[11.4 µM] | 0% | 2%
Cc1ccc(NC(=O)CSc2ccccn2)cc1S(=O)(=O)N1CCOCC1 | -13% | -7 | -3%[57.1 µM] | 2%[57.1 µM] | -1% | 0% | 1% | -2% | -16%
COc1ccc(-c2nnc(SCC(=O)N3c4ccccc4Sc4ccccc43)o2)cc1 | -19% | -3 | 0% | 4% | -6% | 4% | 13% | 0% | 0%
O=C(O)CCCNS(=O)(=O)c1ccccc1 | -8% | -2 | -6% | -1% | 3% | 9% | 3% | 2% | -9%
COCCN(C(=O)COC(=O)c1ccccc1Cc1ccccc1)c1c(N)n(Cc2ccccc2)c(=O)[nH]c1=O | -2% | 0 | -11% | -15% | -4% | 0% | -27% | -4% | 4%
Cc1cc(C)nc(NS(=O)(=O)c2ccc(NC(=O)c3ccc(S(=O)(=O)N(C)C)cc3)cc2)n1 | 7% | -2 | -5% | 1% | -4% | 2% | 24% | 1% | 1%
O=C(Oc1ccc2ccccc2c1)c1ccco1 | -4% | -5 | -3% | 8% | 4% | 13% | -19% | -3% | 1%
C=CCOc1ccc(CN(C)C(=O)CNC(=O)c2ccc(-c3ccccc3)cc2)cc1 | -15% | -9 | 4%[57.1 µM] | 18%[57.1 µM] | -3% | -6% | 26% | -10% | -1%
CC1CN(S(=O)(=O)c2cc(C(=O)NCCC3=CCCCC3)ccc2Cl)CC(C)O1 (stereo not drawn) | -23% | -1 | -10% | -5% | 5% | 3% | -12% | 0% | 3%
O=C(COc1cccnc1[N+](=O)[O-])Nc1cc(S(=O)(=O)N2CCCCC2)ccc1Cl | -11% | -2 | -9%[57.1 µM] | 27%[57.1 µM] | -6% | 0% | -37%[56.9 µM] | 0% | -4%
Cc1sc(NC(=S)Nc2ccc(F)cc2)c(C(N)=O)c1C | -5% | -8 | -1%[57.1 µM] | ? | 2% | -7% | -45% | 1% | 10%
O=C(NCCCn1ccnc1)c1cc([N+](=O)[O-])cc([N+](=O)[O-])c1 | 1% | 2 | -9% | -7% | -4% | 3% | 1% | 2% | 4%
Cc1c(Cl)cccc1NC(=O)CSc1nnnn1C | 2% | -3 | 0% | 9% | -4% | 1% | -8% | -4% | -1%
O=S1(=O)CCC(NC(=S)NCCNC(=S)NC2CCS(=O)(=O)C2)C1 (stereo not drawn) | -7% | -3 | -7% | -11% | -3% | -2% | -16% | -1% | 4%
O=C(NCc1ccccn1)C1CCCN(S(=O)(=O)c2ccc(Br)cc2)C1 (stereo not drawn) | -17% | -5 | 11%[57.1 µM] | 18%[57.1 µM] | -1% | 2% | -7% | 2% | -12%
CCOC(=O)c1cnc2c(ccc3ccccc32)c1Nc1cccc(Cl)c1 | -6% | 0 | 2% | 2% | -2% | 16% | -5% | -1% | -2%
